CHO parental Ca: ATP-evoked calcium signal inhibitors, parental CHO, primary screen, counter-screen for OX1R antagonist project, cell-based, fluorescence, Fluo-8 calcium dye; parental CHO-K1, ATP-induced calcium, Fluo-8 fluorescence; inhibition, % at 5.6 µM; 0.63% of 330,000 active; AID 463079, 2010;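 active = inhibition above that plate's mean sample inhibition plus 3 SD, cut at about 26% in these data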;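 also: 0% = ATP-challenged DMSO wells and 100% = DMSO wells without ATP; some compounds past the cut are filed as inactive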
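Material – parental CHO cells · Reagent – ATP stimulus · Compound – single nominal dose of 5.6 µM per compound · Detection – Fluo-8 fluorescence · Read-out basis – percent inhibition of calcium signal · Controls – ATP-challenged DMSO wells low, unchallenged DMSO wells high · Repeats – no replicates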
CHRM1 agonist: human M1 muscarinic receptor agonists, primary screen, Fluo-8 calcium fluorescence, CHO-K1 cells, HTS; Muscarinic acetylcholine receptor M1 (Homo sapiens), P11229; 0.33% of 360,000 active; activation, % at 3 µM; CHO-K1 hM1, agonist mode; 0% DMSO, 100% acetylcholine EC100;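 active = activation above the run's mean compound activation plus 3 SD, cut at about 16% in these data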;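 also: peak over basal fluorescence ratio within a 140 s kinetic read after compound addition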
Target sequence (P11229 whole entry, looked up): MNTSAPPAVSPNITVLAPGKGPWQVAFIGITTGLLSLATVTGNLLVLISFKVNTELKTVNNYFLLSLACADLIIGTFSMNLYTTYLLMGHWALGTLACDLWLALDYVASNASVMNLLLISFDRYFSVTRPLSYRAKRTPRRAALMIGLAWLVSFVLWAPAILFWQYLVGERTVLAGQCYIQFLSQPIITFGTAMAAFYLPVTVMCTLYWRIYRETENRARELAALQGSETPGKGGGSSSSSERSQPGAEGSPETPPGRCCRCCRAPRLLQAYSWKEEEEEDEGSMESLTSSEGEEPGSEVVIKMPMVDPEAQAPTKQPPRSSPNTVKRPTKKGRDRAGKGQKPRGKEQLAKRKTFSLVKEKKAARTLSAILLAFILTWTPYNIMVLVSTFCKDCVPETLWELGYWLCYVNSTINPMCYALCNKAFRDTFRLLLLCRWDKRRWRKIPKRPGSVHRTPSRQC
M1 antag: human M1 muscarinic receptor antagonists, primary screen, CHO-K1 cells, Fluo-8 calcium fluorescence, 1536-well; inhibition, % at 3 µM; Muscarinic acetylcholine receptor M1 (Homo sapiens), P11229; CHO-K1 hM1, ACh EC80 antagonist; 1.3% of 360,000 active; AID 588852, 2011;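 active = percent inhibition above its own plate's cutoff, namely the mean of that plate's compound wells plus 3 SD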;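 also: peak over basal fluorescence ratio during 140 s after agonist addition; 0% = ACh EC80 plus DMSO and 100% = DMSO alone without agonist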
CHRM4 agonist: human M4 muscarinic receptor agonists, primary screen, CHO-K1 cells, Fluo-8 calcium fluorescence; activation, % at 3 µM; Muscarinic acetylcholine receptor M4 (Homo sapiens), P08173; CHO-K1 hM4/Gqi5; vehicle 0%, full acetylcholine response 100%; 0.14% of 360,000 active;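 active = activation above the run mean over all test wells plus 3 SD, cut at about 32% in these data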;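 also: peak over basal fluorescence ratio per well then scaled between controls; 0% = DMSO wells and 100% = acetylcholine at EC100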
Target sequence (P08173 whole entry, looked up): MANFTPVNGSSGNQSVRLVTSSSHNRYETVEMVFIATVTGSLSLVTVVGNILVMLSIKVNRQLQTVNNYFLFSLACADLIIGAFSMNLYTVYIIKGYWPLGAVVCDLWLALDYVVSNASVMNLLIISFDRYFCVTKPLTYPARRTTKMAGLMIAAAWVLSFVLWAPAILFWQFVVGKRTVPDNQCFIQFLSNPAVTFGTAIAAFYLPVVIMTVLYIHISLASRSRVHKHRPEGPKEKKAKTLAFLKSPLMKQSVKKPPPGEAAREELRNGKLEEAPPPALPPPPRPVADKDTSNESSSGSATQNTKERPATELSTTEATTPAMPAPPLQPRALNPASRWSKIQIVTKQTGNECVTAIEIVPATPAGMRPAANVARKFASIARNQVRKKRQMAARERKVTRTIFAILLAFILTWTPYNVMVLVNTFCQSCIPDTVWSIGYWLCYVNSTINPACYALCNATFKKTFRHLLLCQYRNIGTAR
OXTR potentiate: human OXTR potentiators, primary screen, fluorescence, CHO-OTR cells, Fluo-8 calcium; Oxytocin receptor (Homo sapiens), P30559; Fluo-8 calcium fluorescence, potentiator mode; 0% = oxytocin EC15, 100% = EC100; activation, % at 3 µM; 0.061% of 320,000 active;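 active = activation above that plate's cutoff, the mean activation of tested compounds plus 3 SD, cut at about 6.6% in these data, passing the limit was not always enough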;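 also: 100% uses oxytocin at 75 nM as the full agonist control; some results filed as inactive read as strong as hits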
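Material: human OTR in CHO cells. Compound: 3.0 µM, one dose. Timing: compound 6 min at room temperature before oxytocin, 100 s read. Evaluation: % activation of max/min ratio relative to oxytocin controls. Replication: single well per compound, singlicate. Signal: Fluo-8 calcium dye fluorescence.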
CHO-K1 Ca antag: M1 antagonist counterscreen hit in parental CHO-K1 cells; ATP-induced calcium, Fluo-8 fluorescence; inhibition, % at 3 µM; 0.6% of 360,000 active;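 active = inhibition above a per-plate cutoff, the plate's mean sample inhibition plus 3 SD, cut at about 24% in these data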;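 also: 0% = DMSO plus EC80 ATP and 100% = DMSO alone without ATP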
M1 PAM: human M1 muscarinic receptor positive allosteric modulators, primary screen, CHO-K1 cells, Fluo-8 calcium fluorescence, 1536-well. Muscarinic acetylcholine receptor M1 (Homo sapiens), P11229. CHO-K1 hM1, ACh EC20; 0% = ACh EC20, 100% = maximal ACh. activation, % at 3 µM. 0.088% of 360,000 active. AID 588819, 2011; in the data active = activation above about 19%, passing the limit was not always enough
M4 antag: human M4 muscarinic receptor antagonists, primary screen, CHO cells, Fluo-8 calcium fluorescence | Muscarinic acetylcholine receptor M4 (Homo sapiens), P08173 | CHO-hM4 cells, ACh EC80 | inhibition, % at 3 µM | 0.73% of 360,000 active;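 active = inhibition above its plate's cutoff, the mean inhibition of sample wells plus 3 SD, cut at about 27% in these data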;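 also: 0% = acetylcholine EC80 with DMSO and 100% = DMSO without agonist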
CHO-K1 Ca ag: counter-screen for M1 agonists: effect in parental CHO-K1 cells | activation, % at 3 µM | AID 602248, 2012 | 0.48% of 360,000 active | Fluo-8 calcium fluorescence; scaled to maximal ATP response, vehicle zero; in the data active = activation above about 15%;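 also: untransfected CHO-K1 host cells lacking M1 receptor as counterscreen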
Active calls of the source: *; . = not tested or not shown.

SMILES	CHO parental Ca	CHRM1 agonist	M1 antag	CHRM4 agonist	OXTR potentiate	CHO-K1 Ca antag	M1 PAM	M4 antag	CHO-K1 Ca ag
CN1OC[C@@H]2CN[C@H](c3ccc(-c4cccc(F)c4)cc3)C[C@@H]21	.	8	24	15	.	9	-18	7	6.4
CCCC(CCC(=O)Nc1nccs1)C(=O)O (stereo unspecified)	-7	-7	-7	0	1	-5	9	-7	0.1
CC1CN(c2oc(Cc3cccc4ccccc34)nc2C#N)CC(C)O1 (stereo unspecified)	-21	-3	-4	-1	-19	-1	6	11	0.1
CC(=O)c1cn(CC(=O)Nc2ccc(C)cc2)c2ccccc12	-12	-1	0	1	-11	-8	1	-10	0.8
CCCOc1ccc(/C=N/Nc2ccccn2)cc1OC	-8	-4	-5	1	-13	-10	6	6	0.2
Cc1noc(C)c1COc1cccc(C(=O)Oc2ccc3c(c2)OCO3)c1	-12	-8	6	-1	-7	2	-4	12	0.9
COC(=O)N/N=C/c1c(C)cc(C)cc1C	-5	-6	-5	0	-5	-3	4	7	-0.6
Cc1ccc(NC(=O)COC(=O)c2cccc3c(=O)c(C)c(-c4ccccc4)oc23)cc1	-18	-7	-4	1	-8	-4	9	2	0.5
COc1ccc2nc3oc(C(=O)Nc4ccc(OC)c(OC)c4)cc3cc2c1	-9	-3	-3	0	-6	0	4	4	0.1
Nc1ncnc2c1ncn2[C@@H]1O[C@H](CNCC(O)CO)[C@@H](O)[C@H]1O (stereo partly specified)	-23	1	-21	0	.	-13	9	1	1.3
CC(NC(=O)COC(=O)c1ccc(OCC2CCCO2)cc1)c1ccccc1Cl (stereo unspecified)	-20	-5	-6	8	-9	-9	-2	8	5.2
N#Cc1ccc(C(c2nnnn2CCc2ccccc2)N2CCCCCC2)cc1 (stereo unspecified)	-9	-12	7	-1	-5	-8	-13	-6	-0.6
Cc1ccc(CSc2nn3c(=O)c(C)nnc3s2)cc1	-14	-4	15	1	-11	-1	-3	15	1.1
COC(=O)c1cccc(Cn2c(Cl)c(/C=N/NC(=O)c3ccccc3Cl)sc2=O)c1	-18	-5	6	0	-1	-7	1	-2	-0.1
COc1ccc(COC(=O)C2=C(C)NC(=O)NC2c2ccc(F)cc2)cc1 (stereo unspecified)	-16	-3	-2	3	-12	21	-4	12	1.0
O=C1CCCN1c1ccc(C(=O)N(Cc2nnc(-c3ccccc3Cl)o2)C2CC2)cc1	-17	-5	1	3	-9	1	0	-4	1.4
CN(C)S(=O)(=O)c1ccc(S(=O)(=O)NCc2cccs2)cc1	-23	-5	-6	2	-15	-5	4	5	1.8
CCCCCCn1c(=O)c(Cc2ccccc2)c(O)c2ccccc21	-8	-6	4	0	-3	10	-4	3	0.5
CCCc1cc(=O)[nH]c(SCC(=O)N(CCOC)c2c(N)n(Cc3ccccc3)c(=O)[nH]c2=O)n1	3	-3	-7	1	0	4	5	2	1.3
COc1ccc(NC(=O)c2ccc(COc3ccccc3)o2)c(OC)c1	.	-2	-15	1	.	-14	-3	6	1.6

Pulled by compound from the entries so far:
SMILES	CHO parental Ca	CHRM1 agonist	M1 antag	CHRM4 agonist	OXTR potentiate	CHO-K1 Ca antag	M1 PAM	M4 antag	CHO-K1 Ca ag
N#Cc1ccc(C(c2nnnn2CCc2ccccc2)N2CCCCCC2)cc1 (stereo unspecified)	-9	-12	7	-1	-5	-8	-13	-6	-0.6
O=C1CCCN1c1ccc(C(=O)N(Cc2nnc(-c3ccccc3Cl)o2)C2CC2)cc1	-17	-5	1	3	-9	1	0	-4	1.4

More entries follow:
SMILES	CHO parental Ca	CHRM1 agonist	M1 antag	CHRM4 agonist	OXTR potentiate	CHO-K1 Ca antag	M1 PAM	M4 antag	CHO-K1 Ca ag
O=C(COC(=O)Cc1c[nH]c2ccccc12)Nc1c(Cl)cccc1C(F)(F)F	-1	-3	-16	3	-7	-1	3	-9	0.2
O=S1(=O)CC(N2CCN(CC3CC3)CC2)CN1C1CCCCC1 (stereo unspecified)	.	-7	-4	1	.	6	5	-7	0.7
CN(CCOc1ccccc1)C(=O)C1CCC(=O)N(CCN2CCOCC2)C1 (stereo unspecified)	-3	-2	-1	1	-7	1	4	-4	0.9
Cc1ncc([N+](=O)[O-])n1CCOC(=O)C12CC3CC(CC(C3)C1)C2	-9	-13	-14	1	-3	-20	1	-10	0.4
O=C(CCN1CCc2ccccc2CC1)c1ccc2c(c1)OCCO2	-14	-6	11	2	-4	-8	-21	5	0.5
Cc1ccccc1CN(C)CC(=O)Nc1ccccc1Oc1ccccc1	-40	-5	-5	0	-2	-6	5	-21	0.0
Cc1cc(C)c2nc(-c3ccccn3)cc(C(=O)NCc3cc(C)n(C)n3)c2c1	-26	-5	9	12	-24	-11	-2	-11	3.9
Cc1ccc(NCC(=O)c2ccccc2)cc1Cl	3	-5	-1	0	-2	5	4	-3	0.2
O=C(O)CSc1nnc(C2COc3ccccc3O2)n1-c1ccccc1 (stereo unspecified)	7	-2	-9	1	0	-9	3	-7	-0.2
CC(=O)c1cccc(N=C2NC(=O)C(CO)(CO)S2)c1	-7	-4	-11	0	-8	-14	9	-6	0.3
COc1ccc(OC)c(/C=C/C(=O)OCC(=O)NCc2cccs2)c1	-19	-4	5	2	-8	-5	-1	1	0.3
O=C(CN1C(=O)c2ccccc2C1=O)OCC(=O)c1ccc(F)cc1	-2	-3	-8	1	1	-1	2	-1	0.0
Cc1nc(SCCOc2ccccc2F)[nH]c(=O)c1Cc1ccccc1	-7	-3	-10	0	-5	-18	10	4	1.1
CN(CC(=O)N1CCc2ccccc2C1)c1ccccc1	-15	-1	4	2	-2	-15	-3	16	1.4
O=C(/C=C/c1ccco1)NCC1(c2ccccc2)CCCC1	-7	-12	-3	-1	4	8	7	-4	-0.2
OCc1cn(-c2ccc(Cl)cc2)nn1	-3	-3	0	1	-5	-1	-5	-7	0.3
COc1ccc(C(=O)c2oc3ccccc3c2NC(C)=O)cc1	14	-2	-15	0	-6	-6	10	0	0.1
CCOC(=O)CS(=O)(=O)c1ccc(C(F)(F)F)cn1	3	-3	-18	1	-10	-9	8	-6	-0.3
COc1ccccc1C(=O)NC(=O)CSc1nncn1C	40*	-1	-10	2	-5	-2	12	0	1.3
CCOC(=O)C(C(=O)OCC)c1cc(Br)c2noc3c2c1C(=O)c1ccccc1-3	39*	8	35*	8	-5	23	2	54*	8.0

Some entries already given with just CHO-K1 Ca antag, CHO-K1 Ca ag and M1 antag.
compound | CHO-K1 Ca antag | CHO-K1 Ca ag | M1 antag
COc1ccccc1C(=O)NC(=O)CSc1nncn1C | -2 | 1.3 | -10
CCOC(=O)C(C(=O)OCC)c1cc(Br)c2noc3c2c1C(=O)c1ccccc1-3 | 23 | 8.0 | 35*
COc1ccc(C(=O)c2oc3ccccc3c2NC(C)=O)cc1 | -6 | 0.1 | -15
O=C(CCN1CCc2ccccc2CC1)c1ccc2c(c1)OCCO2 | -8 | 0.5 | 11

More records:
SMILES	CHO parental Ca	CHRM1 agonist	M1 antag	CHRM4 agonist	OXTR potentiate	CHO-K1 Ca antag	M1 PAM	M4 antag	CHO-K1 Ca ag
CN1CCN(C2CN(Cc3cn(Cc4ccccc4)nn3)S(=O)(=O)C2)CC1 (stereo unspecified)	.	.	.	-1	.	-10	.	-3	0.6
CCC(C)c1ccccc1NC(=O)c1cccnc1 (stereo unspecified)	0	-3	-4	0	1	-19	5	1	-0.1
O=C(NCCCO)c1ccc2[nH]c3c(c2c1)CCCC3	22	-3	4	1	-6	-6	0	1	0.2
Nn1c(SCc2ccccc2F)nnc1-c1cccnc1	-6	-2	-7	0	-5	-8	8	1	0.4
O=C1c2cccnc2C(O)N1Cc1ccccc1 (stereo unspecified)	5	-1	-11	0	-3	-18	11	-2	0.2
C[C@H](CO)N1C[C@H](C)[C@@H](CN(C)S(=O)(=O)c2ccccc2)Oc2ccc(NS(=O)(=O)c3ccc(F)cc3)cc2C1=O	-24	-12	0	1	0	-14	3	-9	0.7
O=C(CN(Cc1ccccc1)S(=O)(=O)c1ccc2c(c1)OCCO2)N/N=C/c1ccc(F)cc1	-30	-2	0	2	-5	-17	2	-4	0.5
O=C(CNc1cc(S(=O)(=O)N2CCOCC2)ccc1NCC1CCCO1)Nc1cccc(F)c1 (stereo unspecified)	-10	-2	3	2	0	11	4	-11	-0.2
CN1C(C)(C)CC(O)(C(=O)O)CC1(C)C	.	-4	3	0	.	-9	4	12	0.7
O=C(NCCCN1CCCC1)c1[nH]c(C(F)(F)F)nc1-c1ccccc1	.	1	-40	1	.	-16	15	-14	-0.1
COc1ccc(OCCC(=O)OCC(=O)Nc2ccc(S(=O)(=O)N3CCOCC3)cc2)cc1	-4	-3	11	13	-1	1	-7	-3	3.8
COc1cccc(CNC(=O)CSCc2cnn(-c3ccccc3)c2-n2cccc2)c1	-14	-3	3	10	-6	-4	2	13	2.3
Cc1ccccc1NNC(N)=S	0	-4	-10	4	1	-6	8	-4	1.4
Cc1c([N+](=O)[O-])cc(S(=O)(=O)Nc2ccc(-c3ccc(N4CCCC4)nn3)cc2)cc1[N+](=O)[O-]	-22	-6	-16	0	-8	-16	6	1	-0.3
CSCCC1NC2(C(=O)Nc3c(Cl)cccc32)[C@@H]2C(=O)N(C3CCCC3)C(=O)[C@H]12 (stereo partly specified)	-25	-6	-7	0	8	5	3	8	0.6
COCCNC(=O)C1(S(=O)(=O)c2ccccc2)CC=CC1	2	-4	-6	1	-3	-7	7	1	0.3
CCOC(=O)C(C(=O)NCc1cccc(OC)c1)c1ncc(C(F)(F)F)cc1Cl (stereo unspecified)	-22	-4	0	1	-7	-5	0	-15	0.2
Cc1ccc(C(=O)Nc2ncc(C)s2)s1	9	-6	-4	1	-23	1	7	1	-0.1
COc1ccc(Nc2cc(C(=O)NCc3ccco3)c3ccccc3n2)c(OC)c1	-14	-5	-10	15	-3	-9	4	-2	4.5
NC(=S)N=Nc1c(O)[nH]c2c(Br)cc(Br)cc12	-13	5	-1	0	0	22	8	-2	-0.3
COC(=O)c1cnn(-c2ccccc2)c1C(OC)OC	5	1	-12	2	2	-7	18	-11	0.3
CCOc1ccccc1NC(=O)Cn1[nH]c(=O)c2ccccc2c1=O	-20	-5	-4	1	3	-12	0	11	0.8
COc1cc2[nH]c(=O)n(CCC(=O)N3CCN(c4cccc(C)c4C)CC3)c(=O)c2cc1OC	-18	1	-14	1	-16	4	9	-2	0.5
CN(C(=O)CC1C(=O)NCCN1Cc1cccc(F)c1F)C1CC(C)(C)NC(C)(C)C1 (stereo unspecified)	4	-6	0	0	-10	-8	2	3	1.2
Cc1cc(C)nc(NC(=O)c2c(Cl)cccc2Cl)n1	-2	0	8	2	3	-7	-1	-5	0.6
Cn1c(-c2sccc2OCc2ccc(Cl)cc2Cl)n[nH]c1=S	-5	-11	-5	0	-2	-12	2	-1	1.2

Bioassay records (PubChem BioAssay)
